MT1-MMP act inh – inhibitors of human MT1-MMP activation | P50281 | GFP/RFP ratio change, % at 20 µM | 360,000 tested, 0.061% active | HT1080 RFP-PRO-GFP cells, GFP/RFP ratio fluorescence, overnight; percent of plate control window, DMSO zero;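 active means GFP/RFP ratio change of at least 30% with cell ATP level not reduced by more than half and red fluorescence within 50% of control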; further: strong numbers were not always called active
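Material – HT1080 RFP-PRO-GFP cells · Control set – DMSO wells and RFP-L50D-GFP cells · Incubation – overnight cell settling, then overnight compound exposure, 37 °C, 5% CO2 · Compound dosing – single-point 20 µM compound, 1% DMSO · Read-out – GFP/RFP fluorescence ratio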
NRP1-CendR mod – alters CendR peptide binding to human NRP-1; O14786; FAM-RPARPAR peptide binding to NRP-1, fluorescence polarization; inhibition, % at 25 µM; AID 602438; 360,000 tested, 0.85% active;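 active means inhibition or corrected inhibition above about 18%, plus a signal ratio from 0.5 to 1.5, limit read from the data, passing the limit was not always enough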; further: strong numbers were not always called active
TbMetRS inhib – blocks T. brucei methionyl-tRNA synthetase activity | purified T. brucei MetRS, ATP depletion, Kinase-Glo luminescence | inhibition, % at 11.9 µM | 360,000 tested, 0.4% active;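 active means inhibition above a per-plate cutoff of the control wells' mean inhibition plus 3 SD, cut at about 5.5% in these data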;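 further: 0% = DMSO wells median and 100% = median of wells with control inhibitor compound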
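Material: parasite MetRS enzyme / Replication: singlicate, one well per compound / Signal: luminescence of leftover ATP / Schedule: 2 h aminoacylation at 25 °C after 15 min preincubation / Medium: HEPES-MgCl2-KCl buffer plus DTT, spermine, BSA, pyrophosphatase / Doses: 11.9 µM single point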
MsrA inhibitor – inhibitors of bovine MsrA. 360,000 tested, 0.75% active. purified bovine MsrA, absorbance read-out. inhibition, % at 15.5 µM; in the data active means inhibition above about 4.5%;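 further: 0% = vehicle wells with enzyme and 100% = reference inhibitor wells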
bovine MsrA act – bovine methionine sulfoxide reductase A activation; purified bovine MsrA, absorbance read-out; activation, % at 10.6 µM; 360,000 tested, 0.3% active; in the data active means activation above about 7.5%;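 further: 0% = vehicle and 100% = reference activator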
eLon inh – inhibitors of E. coli Lon protease | purified E. coli Lon protease, fluorescence polarization | P0A9M0 | inhibition, % at 7.94 µM | 360,000 tested, 0.42% active; in the data active means inhibition above about 13%, passing the limit was not always enough;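 further: 0% = enzyme with probe and DMSO and 100% = no enzyme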
FAS TE block – FAS thioesterase (human) inhibition | P49327 | recombinant FAS-TE, OMFH fluorogenic substrate, fluorescence endpoint | inhibition, % at 15 µM | 360,000 tested, 0.67% active;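 active means compounds whose normalised, plate-corrected inhibition of enzyme fluorescence in the single-dose primary screen is 50% or more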;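 further: 0% = DMSO with enzyme and 100% = substrate without enzyme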
SKN-1 block – blocks SKN-1 activity in C. elegans; C. elegans VP596 Pgst-4::GFP/RFP ratio, acrylamide-induced, 24 h; inhibition, % at 21.8 µM; 360,000 tested, 0.49% active; AID 624304;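 active means interference check ratio from 0.5 to 1.5 plus GFP to RFP signal ratio inhibition reaching or exceeding a fixed threshold, cut at about 30% in these data, passing the limit was not always enough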; further: some compounds called inactive have numbers as strong as hits
MLLE-PAM2 inh – inhibitors of microRNA-mediated deadenylation, human PABP1 MLLE binding; 360,000 tested, 0.36% active; inhibition, % at 20 µM; GST-MLLE / FITC-PAM2 fluorescence polarization; in the data active means inhibition above about 35%, passing the limit was not always enough;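 further: plate controls were DMSO wells with GST-MLLE for no effect and wells lacking GST-MLLE protein for full effect; some results filed as inactive read as strong as hits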
* marks the source's active call; other numbers are inactive results; x = no result given.

Below each compound – MT1-MMP act inh, NRP1-CendR mod, TbMetRS inhib, MsrA inhibitor, bovine MsrA act, eLon inh, FAS TE block, SKN-1 block, MLLE-PAM2 inh
> O=C(N=C1SC2CS(=O)(=O)CC2N1c1ccc(Br)cc1)C1CCCO1 (stereo unspecified)
→ -1, -2, 0.0, 1.1, -3, -9, -3, 20, 18
> Cc1cc(Br)cc(C)c1OCC(=O)NNC(=O)CCC(=O)NCc1ccccc1
→ 1, -7, -0.6, 0.1, -3, -3, -2, -12, -8
> COCCCN(Cc1ccco1)C(=O)c1cc2c(s1)-c1ccc(Cl)cc1S(=O)(=O)C2
→ -1, 6, -0.3, 1.1, -1, 1, 10, 4, -7
> CCOC(=O)C(=O)N1CCN(CC)CC1
→ x, 5, -0.3, 0.4, -1, -5, -5, -2, 0
> Cn1c(=O)c2c(SCC(=O)c3ccccc3)nc(C3CC3)nc2n(C)c1=O
→ -4, -2, -0.1, x, 0, 4, 16, 10, 12
> CS(=O)(=O)N(Cc1ccccc1)c1ccccn1
→ 2, -5, -0.2, -0.9, -4, -12, -7, 8, 5
> CS(=O)(=O)N(CC(=O)NCC1CCCO1)Cc1ccc(Cl)cc1 (stereo unspecified)
→ 1, -12, -1.9, 1.8, -8, -3, -9, -26, 13
> NC1=NC(c2ccccc2)=NC1(NC(=O)c1ccccc1)C(Cl)Cl (stereo unspecified)
→ -3, 8, 1.1, -0.1, 0, 1, -2, 21, 6
> CCc1ccc(NC(=O)CCc2ccc(C)o2)cc1
→ 4, 16, 0.1, 0.8, -1, -7, 1, 19, 4
> COc1cccc(-c2nnc3n2N=C(c2cc(OC)ccc2OC)CS3)c1
→ -17, 5, -0.1, 0.4, -2, -1, 12, -9, -8
> Cc1cccc(NC(=S)NCc2ccccc2Cl)c1C
→ 3, -8, -0.4, 0.9, 0, 2, 10, -1, -16
> CCNC(=O)/C(=C/c1cccc([N+](=O)[O-])c1)NC(=O)c1ccc(C)cc1
→ 0, -1, -0.6, 0.0, -4, 1, 6, 1, 3
> CC(Nc1nc2ncn(Cc3ccccc3)c2c(=O)[nH]1)C(=O)O (stereo unspecified)
→ 2, -2, -0.5, 0.8, -1, -4, -10, -7, -8
> O=C(COC(=O)/C=C/c1ccc([N+](=O)[O-])cc1)NNC(=O)c1ccccc1
→ 2, 11, 0.2, 0.2, -5, -11, 12, 1, -8
> CCCS(=O)(=O)c1nc(S(=O)(=O)c2ccc(C)cc2)c(N2CCC3(CC2)OCCO3)s1
→ -1, 14, -0.5, 0.9, -4, 10, 9, 3, -2
> COC(=O)c1ccc2c(c1O)C(=O)c1ccccc1C2=O
→ -1, -9, 0.3, 0.2, 9.3*, 11, -1, -5, 9
> Cn1c(CSCc2ccc(F)cc2)nnc1SCC(=O)N1CCN(c2ccccc2)CC1
→ -3, -4, -0.2, -0.6, -1, -4, -2, -9, -13
> CC(=O)c1cccc(S(=O)(=O)N2CCC(c3nc4ccccc4[nH]3)CC2)c1
→ -7, -12, 0.3, 0.0, -4, 8, 0, 1, -6
> COc1ccc(N=c2oc3cc(O)ccc3cc2C(=O)NCC2CCCO2)c(OC)c1 (stereo unspecified)
→ x, -11, -2.3, 0.4, -14, -1, -8, -37, 7
> CCOC(=O)c1ccc(-n2c(C)nc3ccccc3c2=O)cc1
→ 4, -12, 0.2, 0.3, -2, 7, -12, -7, 4

As a short view, four of the compounds above:
Below each compound – MT1-MMP act inh, NRP1-CendR mod, TbMetRS inhib, MsrA inhibitor, bovine MsrA act, eLon inh, FAS TE block, SKN-1 block, MLLE-PAM2 inh
> CS(=O)(=O)N(Cc1ccccc1)c1ccccn1
→ 2, -5, -0.2, -0.9, -4, -12, -7, 8, 5
> CS(=O)(=O)N(CC(=O)NCC1CCCO1)Cc1ccc(Cl)cc1 (stereo unspecified)
→ 1, -12, -1.9, 1.8, -8, -3, -9, -26, 13
> NC1=NC(c2ccccc2)=NC1(NC(=O)c1ccccc1)C(Cl)Cl (stereo unspecified)
→ -3, 8, 1.1, -0.1, 0, 1, -2, 21, 6
> CCc1ccc(NC(=O)CCc2ccc(C)o2)cc1
→ 4, 16, 0.1, 0.8, -1, -7, 1, 19, 4

(continued)
Below each compound – MT1-MMP act inh, NRP1-CendR mod, TbMetRS inhib, MsrA inhibitor, bovine MsrA act, eLon inh, FAS TE block, SKN-1 block, MLLE-PAM2 inh
> COc1ccc(S(=O)(=O)N2CCOC2CNC(=O)C(=O)NCCCN2CCOCC2)cc1OC (stereo unspecified)
→ 3, 4, -0.3, -0.1, -2, -4, -6, -7, -7
> O=C1c2ccccc2C(=O)N1SC1CCCCC1
→ 1, 23, -0.5, 0.5, 1, 19*, -4, 7, -103
> Cc1cc(C)cc(NC(=S)/C(=C(\[O-])c2ccc(Cl)s2)[n+]2cccc(C)c2)c1
→ 0, -12, -0.2, -0.4, -3, -5, 7, 8, 3
> Cc1c(C(=O)O)sc2nc3n(c(=O)c12)CCC3
→ -2, -35, -0.3, 0.3, 0, 2, -4, 1, -12
> O=C(COC(=O)c1cccc(OC(F)F)c1)NC(=O)NC1CCCCC1
→ -5, 8, -0.5, 1.1, 2, 0, 11, 10, -4
> Cc1ccc(-c2noc(-c3ccccc3Br)n2)cc1
→ 0, 16, -0.3, 1.4, -6, 0, 18, 1, 3
> Cn1c(=O)c2c(nc(Oc3ccc4ccccc4c3)n2C)n(C)c1=O
→ -9, 6, -0.2, -0.4, -1, -5, -2, 8, -5
> C=CCN(C(=O)c1csnn1)C(C(=O)NC1CCCC1)c1ccccc1 (stereo unspecified)
→ -1, 23, 0.7, -0.1, 1, 6, -2, 22, 19
> O=C(c1ccccc1Cl)N1CCSCC1
→ 0, -2, -0.2, 0.0, -4, -1, -6, 18, 2
> COc1ccccc1CN1C(=O)[C@@H]2C(CC(N)=O)NC3(C(=O)Nc4c3ccc(Cl)c4C)[C@@H]2C1=O (stereo partly specified)
→ -3, -13, -0.6, -0.2, -1, -10, -6, -2, -2
> Cc1c(C)c2c(OCC(=O)NC3CC3)cc3c(c2oc1=O)CCC(C)(C)O3
→ 2, 4, -0.7, 0.5, -2, 0, 0, 0, -5
> O=C(CCc1nc2ccccc2c(=O)[nH]1)NCC(=O)Nc1ccc(F)c(F)c1
→ -4, -23, -0.5, 0.7, -4, -32, -1, 3, -14
> COc1ccc(S(=O)(=O)N(CC(=O)O)c2ccccn2)cc1
→ 3, 16, -0.2, -0.4, -2, -7, -2, 15, 9
> Cc1nc(SC2CC(=O)N(c3ccc([N+](=O)[O-])cc3)C2=O)nc2c1CCCC2 (stereo unspecified)
→ 1, 13, -0.6, -1.8, -3, 9, 11, 9, 11
> CCOc1ccccc1-c1nc(C(N)=O)c2[nH]c(=O)n(-c3cccc(C)c3)c2n1
→ 6, 5, -0.7, 2.2, 0, 0, 6, -2, 0
> Clc1nc2ccccc2cc1/C=N/Nc1nc2ccccc2[nH]1
→ 2, -13, 0.6, 0.5, -2, -4, -16, 18, -75
> CCOC(=O)C1CCN(C(=O)CN(c2ccc(OC)cc2)S(=O)(=O)c2c(C)nn(C)c2C)CC1
→ 2, 2, -0.8, 0.5, -11, 0, -8, 0, 11
> CCN1C(=O)C(CC(=O)Nc2ccccc2)N(Cc2ccccn2)C1=S (stereo unspecified)
→ -1, 0, -0.2, 0.8, 0, -5, -2, 15, -5
> Cc1noc(C)c1CN(C(=S)NC1CC2CCC1C2)c1ccccc1 (stereo unspecified)
→ 1, 3, -0.4, -2.4, -3, 9, 15, -6, -12
> CCN1CCCC1CNS(=O)(=O)c1c(C)cc(C)cc1C (stereo unspecified)
→ -4, 14, -1.4, -0.4, -12, -15, 3, -12, -1

Reprinted at random: two records from the list
Below each compound – MT1-MMP act inh, NRP1-CendR mod, TbMetRS inhib, MsrA inhibitor, bovine MsrA act, eLon inh, FAS TE block, SKN-1 block, MLLE-PAM2 inh
> Cc1nc(SC2CC(=O)N(c3ccc([N+](=O)[O-])cc3)C2=O)nc2c1CCCC2 (stereo unspecified)
→ 1, 13, -0.6, -1.8, -3, 9, 11, 9, 11
> CCOC(=O)C1CCN(C(=O)CN(c2ccc(OC)cc2)S(=O)(=O)c2c(C)nn(C)c2C)CC1
→ 2, 2, -0.8, 0.5, -11, 0, -8, 0, 11

Other records follow:
Below each compound – MT1-MMP act inh, NRP1-CendR mod, TbMetRS inhib, MsrA inhibitor, bovine MsrA act, eLon inh, FAS TE block, SKN-1 block, MLLE-PAM2 inh
> CCc1ccc(NC(=O)c2cccnc2)cc1
→ 0, -11, 0.5, 0.2, 0, 0, -3, 4, -4
> O=C1CC(c2ccc(O)c(O)c2)Oc2c1ccc(O)c2O (stereo unspecified)
→ -7, -6, 1.4, 1.7, 3, -9, -3, 8, -10
> COc1ccc(CCNC(=O)Oc2ccccc2)cc1OC
→ -5, 8, -0.8, -1.0, -1, -7, -2, 6, -2
> NC(=O)/C(=C\c1ccco1)NC(=O)c1ccco1
→ -2, -10, 0.0, 1.5, 0, -15, -7, 6, 2
> O=C1CN(C(=O)CSc2nc3c(cnn3-c3ccccc3)c(=O)[nH]2)c2ccccc2N1
→ -2, -3, -0.2, 1.1, 0, -15, 3, 7, -13
> Cn1cc(-c2ccc(Cl)cc2)cc(C#N)c1=O
→ 9, 8, -0.1, 4.2, -6, -5, 0, -7, -15
> COCCn1c(SCC(=O)NCCc2ccccc2)nnc1-c1ccco1
→ -5, -2, -1.1, -0.2, -12, -3, -7, 7, 15
> C=CCNC(=S)Nc1nc2c(cc1C(=O)OCC)COC(C)(C)C2
→ 9, 1, 0.3, 0.3, -1, -4, 1, -2, -53
> CN1CCN(CC(=O)N2CCn3c4c(c5cc(C6CCCCC6)ccc53)CCCC42)CC1 (stereo unspecified)
→ -41, -15, -1.0, x, 3, -8, -12, 2, -13
> CC1(C(=O)Nc2ccc3c(c2)OCO3)CCN1C(=O)Cc1cc(F)ccc1F (stereo unspecified)
→ 10, 15, -0.4, -0.5, -7, 4, -5, 4, 4
> Cc1c(NC(=S)NC(=O)c2ccccc2Cl)c(=O)n(-c2ccccc2)n1C
→ -1, -8, 0.4, 1.7, 0, -6, -1, 3, 11
> COc1cc(-c2nnc(COC(=O)c3cc(C)nc4ccc(C)cc34)o2)cc(OC)c1OC
→ 0, 3, -1.4, -0.3, 0, -1, 17, 21, -25

Screens deposited in PubChem by several laboratories.

The order is random. About 4% of those tested had a hit in this group.
